Screens: PubChem, National Center for Advancing Translational Sciences (NCATS)
uPA surface inh – cell surface uPA generation inhibition; hit rate 0.31% among 330,000; Potency, µM (series often up to 38.3 µM), for the others: top-dose activity change, negative = inhibition, actives largely listed as inhibitors; cell surface uPA generation assay, qHTS; AID 540303; active means well fitted inhibition curve with a large enough effect; inconclusive means small, poorly fitted or top-dose-only effect; inactive means no such curve, though single readings can be large or run the other way; tested in mouse RAW 264.7 cells; further: on the % scale 0 is the no-effect control and ±100 the full control effect; nearly all actives have a fitted effect of over 55% in size
MLL CXXC-DNA inh – inhibitors of human MLL CXXC domain-DNA interaction. Q03164. MLL-CXXC / FITC-HOXA9 DNA fluorescence polarization. Potency, µM (doses to about 115 µM), for inactives: at the highest dose activity change, negative = inhibition, actives largely listed as inhibitors. hit rate 0.037% among 290,000. AID 2662; active means well fitted inhibition curve with a large enough effect in the polarisation, with a control signal flat, not every such curve was filed as active; inconclusive means small, poorly fitted or top-dose-only effect, or effect the other way, or a change in a side signal; inactive means no such curve, though single readings can be large or run the other way; the % refers to the polarisation
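Purified MLL-CXXC (added from a 7 uM solution) was preincubated 5 min at ambient with pinned compounds in 50 mM Tris-HCl pH 7.5, 50 mM NaCl, 1 mM DTT, 0.05% BSA. Fluorescein-labeled HOX-A9 DNA (50 nM solution) followed, 30 min, then polarization read.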
BRCA1 expr act – BRCA1 expression activation; AID 624202; MCF7-BRCA1-FFLuc reporter, luminescence, 48 h; response scale: scaled: vehicle 0%, 10 µM genistein 100%; hit rate 1.1% among 380,000; Potency, µM (doses to about 46.1 µM), inactives show top-dose activation, usual class: activators; further: nearly all actives have a fitted effect of over 80% in size; some results filed as inactive show a strong effect at the top dose
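Luminescence from a BRCA1-driven firefly luciferase in MCF7 cells was the read-out, taken 15 min after substrate addition following 48 h compound exposure at 37 °C. Data were normalized to a 10 microM genistein control and DMSO vehicle.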
p53 reactivator – mutant p53 re-activation in reporter cells; H1299 p53-A138V BP100-luciferase reporter, luminescence, 24 h; Potency, µM (titrated, usually from 92.2 µM), inactives show at the highest dose activity change, positive = activation, actives largely listed as activators; hit rate 0.063% among 320,000; further: % of control where 0% means no effect; nearly all actives have a fitted effect of over 45% in size
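H1299 (p53-null), stable ts p53-A138V + BP100-Luc; 1000 cells/well, Opti-MEM/10% FBS; cpd 4 pt, 1:5; 24 h, 37 deg C, 5% CO2; detection reagent 10 min RT; luminescence.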
ELG1 genotoxic – induces genotoxicity in HEK293T cells with luciferase-tagged ELG1; hit rate 1.3% among 330,000; HEK293T ELG1-luciferase reporter, luminescence, 16 h; Potency, µM (highest dose often 46 µM), for inactives: at the highest dose activity change, positive = activation, hits mostly activators; AID 504466; further: % of control where 0% means no effect; nearly all actives have a fitted effect of over 60% in size
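Genotoxic stress is detected as increased luminescence from luciferase-tagged ELG1 in HEK293T cells, measured with ONE-Glo after a 16 hr treatment at 37 °C.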
Rab9 promoter act – activates the Rab9 promoter; Huh7 Rab9 promoter-luciferase reporter, luminescence, 24 h; Potency, µM (top dose mostly 9.22 µM), without a hit: at the top dose activation, negative = inhibition, hits mostly activators; hit rate 2.8% among 320,000; AID 485297; further: % of control where 0% means no effect; nearly all actives have a fitted effect of over 60% in size
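Huh7 reporter line, Rab9 promoter upstream of luciferase. Compound exposure 24 h at 37 °C in reduced-serum medium with 10% FBS. Read-out: luminescence.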
NPC1 prom act – NPC1 promoter activation; Huh7 NPC1 promoter luciferase reporter, 24 h; Potency, µM (top dose mostly 9.22 µM), for the others: at the highest dose activation, most hits filed as activators; hit rate 2.4% among 320,000; AID 485313;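 further: % of control where 0% means no effect; nearly all actives have a fitted effect of over 60% in size; reporter is driven by a mutant NPC1 promoter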
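Readout is luciferase luminescence, reflecting NPC1 promoter activation in stably transfected Huh7 cells after 24 h compound exposure at 37 °C in reduced-serum medium with 10% FBS.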
MBNL1-CUG inh – MBNL1-poly(CUG) RNA binding inhibition. TR-FRET MBNL1-His/biotin-(CUG)12 binding, 665/545 ratio. Potency, µM (series often up to 57.5 µM), inactives show top-dose activity change, negative = inhibition, hits mostly inhibitors. hit rate 0.036% among 280,000. AID 2675; active means well fitted inhibition curve with a large enough effect in the signal ratio, with a control signal flat, not every such curve was filed as active; inconclusive means small, poorly fitted or top-dose-only effect, or effect the other way, or a change in a side signal; inactive means no such curve, though single readings can be large or run the other way; the % refers to the signal ratio; further: on the % scale 0 is the no-effect control and ±100 the full control effect
Target sequence (Q9NR56 whole entry, looked up): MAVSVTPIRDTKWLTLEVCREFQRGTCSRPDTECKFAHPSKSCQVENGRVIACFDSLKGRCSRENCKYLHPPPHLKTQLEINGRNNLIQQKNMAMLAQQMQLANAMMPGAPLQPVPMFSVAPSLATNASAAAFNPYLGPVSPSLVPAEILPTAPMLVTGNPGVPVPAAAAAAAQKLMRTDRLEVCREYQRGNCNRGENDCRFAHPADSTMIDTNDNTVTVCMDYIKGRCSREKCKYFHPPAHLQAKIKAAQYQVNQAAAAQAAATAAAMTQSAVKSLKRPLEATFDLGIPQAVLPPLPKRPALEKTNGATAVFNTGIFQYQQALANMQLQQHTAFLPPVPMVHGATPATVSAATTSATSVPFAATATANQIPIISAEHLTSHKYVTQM
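Compounds (final 92 nM to 58 uM) are added to His-tagged MBNL1 and biotin-(CUG)12, then terbium anti-His antibody and streptavidin-XL665 (5 nM final). After 60 min at room temperature, the 665/545 nm ratio is read.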
VP16 counter – Gal4-VP16 reporter inhibition counter-screen; hit rate 3.5% among 310,000; Potency, µM (highest dose often 53.6 µM), for the others: at the highest dose activity, negative = inhibition, actives largely listed as inhibitors; Drosophila S2 Gal4-VP16 UAS-luciferase, luminescence, 20 h;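 further: Gal4-VP16 expression switched on by copper sulfate through the metallothionein promoter; on the % scale 0 is the no-effect control and ±100 the full control effect; nearly all actives have a fitted effect of over 50% in size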
RORgamma inh – blocks mouse ROR gamma transcriptional activity; Drosophila S2 Gal4-RORgamma UAS-luciferase reporter, 20 h; hit rate 5.4% among 310,000; P51450; Potency, µM (top dose mostly 53.6 µM), without a hit: top-dose activity change, negative = inhibition, most hits filed as inhibitors; further: on the % scale 0 is the no-effect control and ±100 the full control effect; nearly all actives have a fitted effect of over 60% in size
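A Gal4/UAS one-hybrid system in insect cells: metallothionein-promoter Gal4–ROR gamma fusion plus Photinus luciferase reporter. Copper sulfate 700 uM final, 20 hr ambient incubation, luminescent detection after 10 min with reagent.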
FLuc modulator – firefly luciferase modulation, counter-screen for miR-21 project; P08659; purified FLuc, Km substrates, luminescence inhibition; Potency, µM (series often up to 57.5 µM), for the others: at the top dose activity change, negative = inhibition, actives largely listed as inhibitors; hit rate 6.9% among 360,000; AID 588342;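 further: plate controls were vehicle for no effect and reference inhibitor for full effect; nearly all actives have a fitted effect of over 55% in size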
Target sequence (P08659 whole entry, looked up): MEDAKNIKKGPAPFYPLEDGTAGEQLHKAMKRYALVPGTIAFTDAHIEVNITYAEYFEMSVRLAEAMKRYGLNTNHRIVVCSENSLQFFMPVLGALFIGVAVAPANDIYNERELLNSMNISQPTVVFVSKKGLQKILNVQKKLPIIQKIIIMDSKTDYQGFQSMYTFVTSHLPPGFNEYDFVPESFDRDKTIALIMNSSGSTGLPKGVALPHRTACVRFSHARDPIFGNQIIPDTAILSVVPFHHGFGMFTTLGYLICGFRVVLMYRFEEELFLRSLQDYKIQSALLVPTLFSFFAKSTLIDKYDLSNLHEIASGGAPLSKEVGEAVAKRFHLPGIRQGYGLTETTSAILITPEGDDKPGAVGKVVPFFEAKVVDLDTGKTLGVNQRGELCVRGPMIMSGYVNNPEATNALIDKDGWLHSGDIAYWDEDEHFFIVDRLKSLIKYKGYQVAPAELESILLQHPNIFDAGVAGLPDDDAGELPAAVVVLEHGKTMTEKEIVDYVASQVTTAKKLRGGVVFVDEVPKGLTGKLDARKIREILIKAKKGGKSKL
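Biochemical qHTS of compounds, final roughly 60 µM downward over six points, against 10 nM purified firefly luciferase using Km concentrations of substrates (10 uM D-luciferin, 10 uM ATP) in Tris acetate pH 7.5 buffer; luminescence output.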
* = called active by the depositor; ? = inconclusive; / = not tested or not shown; [ ] = remark or other dose. Unless noted, the call rests on the fitted dose curve; in most records, active means well fitted curve in the direction sought with a large enough effect; inconclusive means small, poorly fitted or top-dose-only effect, or another doubt; inactive means no such curve, though single readings can be large; an effect the other way counts as inactive or inconclusive. Potency means the concentration at half of the fitted maximal effect.

1	COc1ccc(C(=O)CN(C(=O)c2ccc(Cl)cc2)N2C(=O)c3ccccc3C2=O)cc1
2	Cc1ccc2nc3c(c(C(=O)OCC(=O)N(C)C4CCS(=O)(=O)C4)c2c1)CCCC3 (configuration not stated)
3	COc1ccc(-c2noc3c2-c2nc(-c4c(F)cccc4F)sc2CC3)cc1
4	Fc1ccc(-c2csc(N3CCC(c4ccccc4)C3)n2)cc1 (configuration not stated)
5	Cn1cnnc1SCc1ccc(F)c2ccccc12
Assay by compound	1	2	3	4	5
uPA surface inh	/	1%	6%	-4%	12%
MLL CXXC-DNA inh	1%	-4%	2%	-3%	-2%
BRCA1 expr act	0%	0%	-9%	?	3%
p53 reactivator	-6%	-3%	/	?	-1%
ELG1 genotoxic	-2%	-6%	13%	17%	4%
Rab9 promoter act	1%	-4%	-5%	3.5µM*	-3%
NPC1 prom act	1%	0%	-10%	3.2µM*	-3%
MBNL1-CUG inh	5%	10%	31%[activator]	-14%	7%
VP16 counter	-12%	-5%	-4%	5%	3%
RORgamma inh	3%	7%	-15%	-43%	13%
FLuc modulator	-1%	2%	5%	2.4µM*	1%

6	CC(C(=O)NCC1CCCCC1)N(C)CC(=O)Nc1ccc(N2CCOCC2)cc1 (configuration not stated)
7	CCC(Cc1ccccc1)n1c(=S)[nH]c2ccccc2c1=O (configuration not stated)
8	CCCc1cc(C(=O)Nc2cc(Cl)ccc2O)no1
9	Cc1cc(C)c(C)c(S(=O)(=O)N2CCSCC2)c1C
10	COc1cc2c(cc1OC)C(c1cc(OC)c(OC)cc1[N+](=O)[O-])N(C(C)=O)CC2 (configuration not stated)
Assay by compound	6	7	8	9	10
uPA surface inh	-4%	1%	1%	-21%	-8%
MLL CXXC-DNA inh	-4%	?	7%	9%	42%[activator]
BRCA1 expr act	1%	-42%	90%	-4%	-7%
p53 reactivator	-5%	3%	?	/	/
ELG1 genotoxic	5%	3%	16µM*	0%	8%
Rab9 promoter act	-5%	2%	?	9%	-4%
NPC1 prom act	0%	-6%	?	4%	-4%
MBNL1-CUG inh	5%	1%	-6%	1%	5%
VP16 counter	-3%[10 µM]	?	-28%	2%	-2%
RORgamma inh	4%	3.5µM*	19%	-27%	-5%
FLuc modulator	-7%	-15%	11µM*	8%	5%

11	O=C(c1cccs1)N1CCN(c2cc(Cl)ccc2Cl)CC1
12	C=CCOC(=O)C1=C(C)N=C2SCCC(=O)N2C1c1cccs1 (configuration not stated)
13	O=c1cc2c(nn1Cc1ccccc1Cl)-c1ccccc1CC2
14	O=C(NNC(=O)C1CCCN(S(=O)(=O)c2cccc(F)c2)C1)C1CC1 (configuration not stated)
15	CC(=O)c1ccc(NC(=O)Nc2ccncc2)cc1
Assay by compound	11	12	13	14	15
uPA surface inh	-3%	5%	5%	-2%	6%
MLL CXXC-DNA inh	4%	1%	2%	0%	-11%
BRCA1 expr act	-1%	-15%	13%	-6%	?
p53 reactivator	1%	-9%	-3%	1%	11%
ELG1 genotoxic	-1%	1%	2%	-1%	12%
Rab9 promoter act	-8%	0%	-3%	2%	20%
NPC1 prom act	-12%	2%	1%	-5%	1%
MBNL1-CUG inh	-2%	13%	5%	1%	-11%
VP16 counter	17%	-1%	5%	0%	-9%
RORgamma inh	4%	1%	22%	-4%	0%
FLuc modulator	0%	1%	-10%	-2%	-26%

16	COC(=O)CCC(=O)Nc1ccc(NC(C)=O)cc1
17	CC(=O)c1c(N2CCN(C(=O)c3ccco3)CC2)nc(=S)n(-c2ccccc2)c1C
18	Cc1sc(-c2ccccn2)nc1OC(=O)c1ccc(F)cc1F
19	CC1CCCCC1NC(=O)CNC(=O)c1cccs1 (configuration not stated)
20	CCN(CCO)c1ncnc2onc(-c3ccc(F)cc3)c12
Assay by compound	16	17	18	19	20
uPA surface inh	1%	/	0%	1%	14%
MLL CXXC-DNA inh	7%	2%	?	/	?
BRCA1 expr act	-10%	5%	-21%	18%	15%
p53 reactivator	-14%	-1%	5%	4%	-4%
ELG1 genotoxic	1%	0%	-6%	8%	-1%
Rab9 promoter act	7%	4%	?	0%	-5%
NPC1 prom act	-5%	2%	-8%	0%	-7%
MBNL1-CUG inh	6%	-4%	/	/	0%
VP16 counter	-6%	6%	-19%	/	5%
RORgamma inh	-3%	-5%	1%	/	-15%
FLuc modulator	2%	4%	2%	-2%	-1%

Fetched one by one from the list above (four):
19	CC1CCCCC1NC(=O)CNC(=O)c1cccs1 (configuration not stated)
17	CC(=O)c1c(N2CCN(C(=O)c3ccco3)CC2)nc(=S)n(-c2ccccc2)c1C
18	Cc1sc(-c2ccccn2)nc1OC(=O)c1ccc(F)cc1F
16	COC(=O)CCC(=O)Nc1ccc(NC(C)=O)cc1
Assay by compound	19	17	18	16
uPA surface inh	1%	/	0%	1%
MLL CXXC-DNA inh	/	2%	?	7%
BRCA1 expr act	18%	5%	-21%	-10%
p53 reactivator	4%	-1%	5%	-14%
ELG1 genotoxic	8%	0%	-6%	1%
Rab9 promoter act	0%	4%	?	7%
NPC1 prom act	0%	2%	-8%	-5%
MBNL1-CUG inh	/	-4%	/	6%
VP16 counter	/	6%	-19%	-6%
RORgamma inh	/	-5%	1%	-3%
FLuc modulator	-2%	4%	2%	2%

Additional structures:
21	COc1ccc(C2C(C(=O)N3CCC(C)CC3)c3ccccc3C(=O)N2C)cc1 (configuration not stated)
22	Cc1ccc(Cn2nnc3c(=O)[nH]c(C4CCN(S(=O)(=O)c5ccccc5F)CC4)nc32)cc1
23	Cc1ccc(N(Cc2ccc(C(=O)NN=C3CCN(C)CC3)cc2)S(C)(=O)=O)cc1C
24	O=C(Nc1cccc(C(F)(F)F)c1)/C(=C\c1ccco1)NC(=O)c1cccs1
25	CCOC(=O)Cn1c(=O)oc2cc(S(=O)(=O)NCCc3ccc(OCC)c(OCC)c3)ccc21
Assay by compound	21	22	23	24	25
uPA surface inh	-5%	1%	-2%	3%	0%
MLL CXXC-DNA inh	-1%	-2%	12%	11%	2%
BRCA1 expr act	-5%	-82%[inhibitor]	-18%	-18%	3%
p53 reactivator	9%	-4%	-1%	-9%	-6%
ELG1 genotoxic	-4%	1%	1%	1%	2%
Rab9 promoter act	-2%	1%	-2%	1%	-1%
NPC1 prom act	-3%	0%	-1%	0%	1%
MBNL1-CUG inh	2%	1%	/	-10%	2%
VP16 counter	-1%	-2%	2%	-13%	-5%
RORgamma inh	-7%	5%	-36%	-11%	2%
FLuc modulator	0%	4%	6%	0%	-1%

26	Nc1c(-c2ccccc2)c(CN2CCOCC2)nn1-c1ccccc1
27	COc1ccc(-n2ncc3c2CC(C)(C)CC3NC(=O)c2c(C)cc(=O)oc2C)cc1 (configuration not stated)
28	Cc1ccc(S(=O)(=O)N2CCC(C(=O)NC3CCCC3)CC2)cc1Cl
29	O=C(O)c1ccc(N2CCN(c3ccc(Cl)cc3)CC2)c([N+](=O)[O-])c1
30	Cc1cccc(N2C(=O)N3[C@H](c4ccc(F)cc4)[C@@H]4C(=O)N(C5CCCCC5)C(=O)[C@@H]4[C@]3(Cc3ccc(Cl)cc3)C2=O)c1
Assay by compound	26	27	28	29	30
uPA surface inh	5%	-3%	-12%	-7%	31%[activator]
MLL CXXC-DNA inh	5%	8%	28%	-2%	11%
BRCA1 expr act	-6%	4%	-2%	18%	-5%
p53 reactivator	-10%	-6%	-3%	-5%	5%
ELG1 genotoxic	2%	1%	-4%	-4%	-3%
Rab9 promoter act	3%	-2%	-1%	-2%	2%
NPC1 prom act	2%	-3%	-7%	-1%	0%
MBNL1-CUG inh	-7%	0%	0%	?	2%
VP16 counter	5%	-9%	-6%	0%	-8%
RORgamma inh	-4%	1%	18%	30%	-1%
FLuc modulator	0%	1%	2%	?	1%

31	Cc1[nH]nc(N)c1N=Nc1ccc(Br)cc1
32	COC(=O)C(=O)/C=C(\O)c1c(C)cc(C)cc1C
33	CCN1CCN(C(=O)Nc2ccccc2OC)CC1
34	COC1CC(C)NC(=S)N1 (configuration not stated)
Assay by compound	31	32	33	34
uPA surface inh	/	4%	12%	2%
MLL CXXC-DNA inh	5%	2%	30%	-3%
BRCA1 expr act	/	-14%	20%	-8%
p53 reactivator	13%	-3%	6%	-2%
ELG1 genotoxic	17%	-1%	1%	1%
Rab9 promoter act	-2%	-2%	7%	-8%
NPC1 prom act	5%	-3%	-5%	-4%
MBNL1-CUG inh	18%	-5%	?	/
VP16 counter	-9%	-3%	2%	-10%
RORgamma inh	-11%	19%	8%	-24%
FLuc modulator	?	1%	-1%	-3%

This is a subset. The share of hits here may be higher or lower than overall.
